From PubChem BioAssay
TRAIL sens C8: viability loss with TRAIL in NB7+C8 cells, primary screen, TRAIL sensitizer project, cell-based, ATPlite luminescence. 360,000 tested, 1% active. inhibition (viability loss, TRAIL sensitization), % at 10 µM;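 active = compounds causing at least 50% loss of cell viability in the single-dose screen, relative to plate controls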
NCOA2 inhibitor: inhibition of GAL4-SRC2 driven luciferase reporter, primary screen, SRC2 inhibitor project, cell-based, luminescence. HEK293 GAL4-SRC2 luciferase reporter. 370,000 tested, 0.17% active. Nuclear receptor coactivator 2 (Homo sapiens), Q15596. inhibition, % at 9 µM. AID 651957, 2012;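 active = inhibition above the mean inhibition of all tested compounds plus 3 SD, set per campaign, cut at about 52% in these data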;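 note: 0% = DMSO treated cells and 100% = cells given Gossypol at 36 µM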
LRH-1 inv ag: LRH-1 (NR5A2) inverse agonists, primary screen, cell-based, luminescence, HEK293T, StAR-luciferase reporter; Nuclear receptor subfamily 5 group A member 2 (Homo sapiens), O00482; inhibition, % at 3.6 µM; LRH-1 transfected, 24 h; 360,000 tested, 0.13% active;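 active = inhibition above the mean inhibition of all tested compounds plus 3 SD, cut at about 73% in these data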;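 note: 0% = DMSO wells and 100% = reporter-only cells lacking LRH-1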
Target sequence (O00482 whole entry, looked up): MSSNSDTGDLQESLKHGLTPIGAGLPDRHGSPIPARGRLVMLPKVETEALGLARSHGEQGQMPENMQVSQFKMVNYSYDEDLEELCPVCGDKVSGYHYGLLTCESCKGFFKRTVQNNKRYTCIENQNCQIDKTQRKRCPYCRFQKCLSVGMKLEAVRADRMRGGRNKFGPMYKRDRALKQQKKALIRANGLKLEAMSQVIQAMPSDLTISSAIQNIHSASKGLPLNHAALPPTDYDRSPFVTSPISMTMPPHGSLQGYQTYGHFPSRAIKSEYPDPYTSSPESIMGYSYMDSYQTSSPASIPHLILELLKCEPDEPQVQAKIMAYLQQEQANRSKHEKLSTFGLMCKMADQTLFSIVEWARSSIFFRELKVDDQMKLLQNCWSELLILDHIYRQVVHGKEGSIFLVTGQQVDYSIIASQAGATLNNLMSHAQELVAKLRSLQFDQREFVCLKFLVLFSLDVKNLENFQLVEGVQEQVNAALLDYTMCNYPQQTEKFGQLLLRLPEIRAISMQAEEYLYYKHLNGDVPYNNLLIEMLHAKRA
TLR9-MyD88 block: inhibitors of TLR9-MyD88 association in cells, primary screen, cell-based, CHO, BLA complementation, fluorescence | inhibition, % at 4.98 µM | AID 504734, 2011 | CCF4 FRET ratio | 340,000 tested, 0.21% active | Toll-like receptor 9 (Homo sapiens) + Myeloid differentiation primary response protein …;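 active = inhibition above the mean over all tested compounds plus 3 SD, cut at about 21% in these data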;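 note: 0% = DMSO only wells and 100% = clavulanate BLA inhibitor control wells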
NOD2-RIPK2 inh: NOD2-RIPK2 binding disruptors in cells, primary screen, fluorescence, CHO cells, BLA complementation; CCF4 ratio; Receptor-interacting serine/threonine-protein kinase 2 (Homo sapiens), O43353; 360,000 tested, 0.38% active; inhibition, % at 4.98 µM; in the data active = inhibition above about 21%;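 note: 0% = vehicle only and 100% = reference blocker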
SRC1 inh: SRC1 coactivator transcriptional activity inhibitors, primary screen, cell-based, luminescence; inhibition, % at 3.6 µM; HEK293 GAL4-SRC1 luciferase reporter; 360,000 tested, 0.12% active; Nuclear receptor coactivator 1 (Homo sapiens), Q15788;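 active = inhibition above the campaign mean plus 3 SD, with each screening campaign given its own cutoff, cut at about 60% in these data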;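 note: 0% = DMSO treated cells and 100% = gossypol at 36 µM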
TROY NFkB inh: inhibitors of TROY-driven NF-kB signaling, primary screen, Q293 LMP1-TROYcd cells, NF-kB luciferase, uHTS. Q293 LMP1-TROYcd NF-kB luciferase reporter, 4 h. inhibition, % at 10 µM. 360,000 tested, 0.98% active;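 active = compounds whose plate-normalised and pattern-corrected inhibition of the luciferase reporter signal at the single screening dose is 50% or more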
TWEAK Fn14 block: inhibitors of TWEAK-Fn14 signaling, primary screen, luciferase reporter cells, uHTS; AID 1159606, 2016; TWEAK-stimulated Fn14 reporter cells, luciferase luminescence, 8 h; inhibition, % at 10 µM; 360,000 tested, 2% active; in the data active = inhibition above about 50%
NCOA3 inh: SRC3 coactivator transcriptional activity inhibitors, primary screen, cell-based, luminescence. Nuclear receptor coactivator 3 (Homo sapiens), Q9Y6Q9. HEK293 GAL4-SRC3 luciferase reporter. inhibition, % at 3.6 µM. 360,000 tested, 0.17% active;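 active = inhibition above a per-campaign cutoff, the mean of all compounds plus 3 SD, cut at about 60% in these data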;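 note: 0% = DMSO-treated cells and 100% = gossypol-treated cells at 36 µM; higher means less SRC3-driven luciferase light from the GAL4 reporter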
NR2F2 inh: NR2F2 transcriptional activity inhibitors, primary screen, cell-based, luciferase reporter, HEK293T, luminescence. COUP transcription factor 2 (Homo sapiens), P24468. HEK293T NGFI-A luciferase reporter. inhibition, % at 8.6 µM. 370,000 tested, 0.7% active. AID 686940, 2013;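 active = inhibition above a per-plate cutoff, mean inhibition of test wells between control levels plus 3 SD, cut at about 38% in these data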;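 note: cells cotransfected with COUP-TFII expression vector driving the NGFI-A reporter; 0% = median of COUP-TF2 test wells and 100% = reporter-only cells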
Target sequence (P24468 whole entry, looked up): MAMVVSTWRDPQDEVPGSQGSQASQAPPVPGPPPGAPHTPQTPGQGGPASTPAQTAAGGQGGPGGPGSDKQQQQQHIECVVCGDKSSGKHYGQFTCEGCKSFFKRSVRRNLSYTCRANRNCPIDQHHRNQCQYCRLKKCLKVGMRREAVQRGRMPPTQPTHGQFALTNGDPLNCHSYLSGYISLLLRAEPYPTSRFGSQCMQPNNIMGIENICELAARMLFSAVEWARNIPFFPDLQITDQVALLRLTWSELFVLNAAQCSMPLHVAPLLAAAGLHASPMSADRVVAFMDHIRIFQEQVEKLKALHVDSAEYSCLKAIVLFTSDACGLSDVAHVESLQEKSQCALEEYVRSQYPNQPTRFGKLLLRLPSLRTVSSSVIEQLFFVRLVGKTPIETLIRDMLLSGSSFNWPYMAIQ
LMP1 NFkB inh: EBV LMP1-driven NF-kappaB luciferase reporter inhibitors, primary screen, cell-based, luminescence, single point; LMP1-induced NF-kappaB luciferase reporter cells; AID 504558, 2011; 350,000 tested, 0.69% active; inhibition, % at 12.5 µM; in the data active = inhibition above about 41%;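 note: 0% = neutral control wells and 100% = reference inhibitor control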
* hit, by the source's call. Only part of the results is shown; count on the stated rates, not on these rows.

`CCN(CC(=O)Nc1ccc(OC)cc1)C(=O)CCS(=O)(=O)c1ccc(C)cc1` gave TRAIL sens C8 -3, NCOA2 inhibitor -11, LRH-1 inv ag -10, TLR9-MyD88 block -4, NOD2-RIPK2 inh -9, SRC1 inh 3, TROY NFkB inh 8, TWEAK Fn14 block -7, NCOA3 inh -20, NR2F2 inh 10 and LMP1 NFkB inh 4.
O=C(CC(Cc1ccccc1)c1ccco1)NCc1ccco1 (stereo unspecified) was read as TRAIL sens C8 16, NCOA2 inhibitor -7, LRH-1 inv ag 8, TLR9-MyD88 block -3, NOD2-RIPK2 inh -3, SRC1 inh -6, TROY NFkB inh 19, TWEAK Fn14 block 4, NCOA3 inh 19, NR2F2 inh 19 and LMP1 NFkB inh 6.
`COc1ccc2sc(-c3ccc(N(C)C)cc3)c(C#Cc3cncn3C)c2c1` gave TRAIL sens C8 24, NCOA2 inhibitor -34, LRH-1 inv ag 8, TLR9-MyD88 block -46, NOD2-RIPK2 inh -20, SRC1 inh -31, TROY NFkB inh 13, TWEAK Fn14 block -2, NCOA3 inh -18, NR2F2 inh -11 and LMP1 NFkB inh -103.
`Cc1cccc(NC(=O)N2CCCc3ccccc32)c1C` gave TRAIL sens C8 4, NCOA2 inhibitor -13, LRH-1 inv ag 1, TLR9-MyD88 block -14, NOD2-RIPK2 inh -8, SRC1 inh 2, TROY NFkB inh 75*, TWEAK Fn14 block 51*, NCOA3 inh 3, NR2F2 inh 26 and LMP1 NFkB inh 13.
`COc1ccccc1CNC(=O)CCc1nc2ccccc2c(=O)[nH]1` gave TRAIL sens C8 4, NCOA2 inhibitor -23, LRH-1 inv ag 7, TLR9-MyD88 block -4, NOD2-RIPK2 inh -3, SRC1 inh -7, TROY NFkB inh -17, TWEAK Fn14 block -13, NCOA3 inh -4, NR2F2 inh -14 and LMP1 NFkB inh 5.
For COc1ccc(C2CC2/C(=N/O)c2ccccn2)cc1 (stereo unspecified) the results were TRAIL sens C8 0, NCOA2 inhibitor -58, LRH-1 inv ag -44, TLR9-MyD88 block 4, NOD2-RIPK2 inh -8, SRC1 inh -56, TROY NFkB inh -33, TWEAK Fn14 block -29, NCOA3 inh -20, NR2F2 inh -17 and LMP1 NFkB inh -6.
Screening Cc1ccc(C[n+]2cc(-c3ccc(Cl)cc3)n3c2CCC3)cc1 returned TRAIL sens C8 25, NCOA2 inhibitor 1, LRH-1 inv ag 22, NOD2-RIPK2 inh 4, SRC1 inh 17, TROY NFkB inh -5, TWEAK Fn14 block 12, NCOA3 inh 14, NR2F2 inh 30 and LMP1 NFkB inh 6.
`CCNC(=O)c1cccc(NC(=O)c2cc(C3CC3)nc3c2cnn3C(C)C)c1` gave TRAIL sens C8 8, NCOA2 inhibitor 8, LRH-1 inv ag 5, TLR9-MyD88 block -4, NOD2-RIPK2 inh 4, SRC1 inh 5, TROY NFkB inh -6, TWEAK Fn14 block 7, NCOA3 inh 3, NR2F2 inh 12 and LMP1 NFkB inh -1.
CCOC(=O)c1c(NC(=O)COC(=O)Cc2n[nH]c(=O)c3ccccc23)sc(C(=O)N(C)C)c1C was read as TRAIL sens C8 7, NCOA2 inhibitor -27, LRH-1 inv ag -5, TLR9-MyD88 block -15, NOD2-RIPK2 inh 4, SRC1 inh -4, TROY NFkB inh -7, TWEAK Fn14 block 0, NCOA3 inh 2, NR2F2 inh -19 and LMP1 NFkB inh 0.
For O=C1CCN(Cc2ccccc2)CCN1CCSc1ccccc1 the results were TRAIL sens C8 -1, NCOA2 inhibitor -22, LRH-1 inv ag -93, TLR9-MyD88 block 5, NOD2-RIPK2 inh 3, SRC1 inh -86, TROY NFkB inh -19, TWEAK Fn14 block 28, NCOA3 inh -71, NR2F2 inh -37 and LMP1 NFkB inh -19.
`O=C(O)c1ccc(CSc2nnc(-c3cccnc3)n2-c2ccc(Br)cc2)cc1` gave TRAIL sens C8 -2, NCOA2 inhibitor -2, LRH-1 inv ag 0, TLR9-MyD88 block -16, NOD2-RIPK2 inh -10, SRC1 inh 5, TROY NFkB inh 11, TWEAK Fn14 block 12, NCOA3 inh 3, NR2F2 inh 5 and LMP1 NFkB inh -6.
Screening CCc1ccc(NC(=O)CCNS(=O)(=O)c2cccc3nonc23)cc1 returned TRAIL sens C8 -5, NCOA2 inhibitor -19, LRH-1 inv ag -15, TLR9-MyD88 block 14, NOD2-RIPK2 inh 5, SRC1 inh -5, TROY NFkB inh -2, TWEAK Fn14 block -5, NCOA3 inh 4, NR2F2 inh 3 and LMP1 NFkB inh 20.
CCOC(=O)c1c(NC(=S)Nc2ccc(OC)cc2)sc2c1CCCCC2 was read as TRAIL sens C8 -1, NCOA2 inhibitor 5, LRH-1 inv ag -20, TLR9-MyD88 block -9, NOD2-RIPK2 inh -3, SRC1 inh 2, TROY NFkB inh -38, TWEAK Fn14 block -3, NCOA3 inh 0, NR2F2 inh -2 and LMP1 NFkB inh -5.
Cc1c(C(=O)N2c3ccccc3CC2C)oc2ccccc12 (stereo unspecified) was read as TRAIL sens C8 46, NCOA2 inhibitor -70, LRH-1 inv ag -94, TLR9-MyD88 block 0, NOD2-RIPK2 inh -6, SRC1 inh -87, TROY NFkB inh -15, TWEAK Fn14 block -8, NCOA3 inh -128, NR2F2 inh -34 and LMP1 NFkB inh -91.
Screening O=C(C1CCCN(S(=O)(=O)c2cccc3nsnc23)C1)N1CCc2ccccc21 (stereo unspecified) returned TRAIL sens C8 7, NCOA2 inhibitor 13, LRH-1 inv ag 5, TLR9-MyD88 block 0, NOD2-RIPK2 inh -8, SRC1 inh -8, TROY NFkB inh 23, TWEAK Fn14 block 29, NCOA3 inh 8, NR2F2 inh 23 and LMP1 NFkB inh 9.
CCOC(=O)c1c(NC(=O)c2ccc(Cl)s2)sc(C)c1C was read as TRAIL sens C8 -18, NCOA2 inhibitor -2, LRH-1 inv ag 6, TLR9-MyD88 block 2, NOD2-RIPK2 inh 3, SRC1 inh -5, TROY NFkB inh 7, TWEAK Fn14 block -11, NCOA3 inh 6, NR2F2 inh 19 and LMP1 NFkB inh 7.
Screening Cc1ccc(CCNC(=O)C23C[C@H]4C[C@@H](C2)CC(n2nnc(C)n2)(C4)C3)cc1 returned TRAIL sens C8 0, NCOA2 inhibitor 16, LRH-1 inv ag 1, TLR9-MyD88 block -4, NOD2-RIPK2 inh -1, SRC1 inh 4, TROY NFkB inh 9, TWEAK Fn14 block -16, NCOA3 inh 15, NR2F2 inh -10 and LMP1 NFkB inh -6.
`O=C(Nc1nnc(COc2ccccc2F)s1)Nc1ccccc1F` gave TRAIL sens C8 -1, NCOA2 inhibitor 1, LRH-1 inv ag -1, TLR9-MyD88 block 3, NOD2-RIPK2 inh 8, SRC1 inh 7, TROY NFkB inh 41, TWEAK Fn14 block -25, NCOA3 inh 10, NR2F2 inh 10 and LMP1 NFkB inh -1.
O=C(NC1CCCCC1)c1ccc(CS(=O)(=O)c2ccc(Cl)cc2)o1 was read as TRAIL sens C8 -8, NCOA2 inhibitor -6, LRH-1 inv ag 4, TLR9-MyD88 block -1, NOD2-RIPK2 inh -12, SRC1 inh 1, TROY NFkB inh 14, TWEAK Fn14 block -14, NCOA3 inh 18, NR2F2 inh 1 and LMP1 NFkB inh 10.
For Cc1ccc(C(=O)NNC(=O)c2csc(N3CCOCC3)n2)o1 the results were TRAIL sens C8 12, NCOA2 inhibitor -8, LRH-1 inv ag -2, TLR9-MyD88 block 7, NOD2-RIPK2 inh 0, SRC1 inh 0, TROY NFkB inh -7, TWEAK Fn14 block 9, NCOA3 inh 17, NR2F2 inh -9 and LMP1 NFkB inh -8.
Screening O=C1NN(c2ccccc2)C(=O)/C1=C\c1ccccc1OCC(=O)N1CCOCC1 returned TRAIL sens C8 -13, NCOA2 inhibitor -6, LRH-1 inv ag 2, TLR9-MyD88 block 6, NOD2-RIPK2 inh -2, SRC1 inh -8, TROY NFkB inh 7, TWEAK Fn14 block 12, NCOA3 inh 7, NR2F2 inh 1 and LMP1 NFkB inh -8.
Screening O=c1[nH]c2ccccc2n1CCCSc1cnc2ccccc2n1 returned TRAIL sens C8 -7, NCOA2 inhibitor 7, LRH-1 inv ag -29, TLR9-MyD88 block -5, NOD2-RIPK2 inh 2, SRC1 inh 6, TROY NFkB inh 18, TWEAK Fn14 block 18, NCOA3 inh 12, NR2F2 inh 4 and LMP1 NFkB inh 11.
CCOC(=O)Cc1csc(NC(=O)c2cc3ccccc3o2)n1 was read as TRAIL sens C8 38, NCOA2 inhibitor -25, LRH-1 inv ag -9, TLR9-MyD88 block 8, NOD2-RIPK2 inh -4, SRC1 inh -9, TROY NFkB inh -26, TWEAK Fn14 block -7, NCOA3 inh -14, NR2F2 inh -16 and LMP1 NFkB inh 15.
`CC(C)OC(=O)c1nnc(Cc2ccc(Cl)cc2)o1` gave TRAIL sens C8 6, NCOA2 inhibitor 4, LRH-1 inv ag -16, TLR9-MyD88 block -4, NOD2-RIPK2 inh 3, SRC1 inh -9, TROY NFkB inh 0, TWEAK Fn14 block -3, NCOA3 inh -1, NR2F2 inh -11 and LMP1 NFkB inh 0.
CCCCN=C1NC(=O)C(CC(=O)NCCc2ccc(OC)cc2)S1 (stereo unspecified) was read as TRAIL sens C8 -8, NCOA2 inhibitor -17, LRH-1 inv ag -14, TLR9-MyD88 block -9, NOD2-RIPK2 inh -6, SRC1 inh -11, TROY NFkB inh -7, TWEAK Fn14 block -16, NCOA3 inh -15, NR2F2 inh -12 and LMP1 NFkB inh -3.
`CCC1CCCCN1C(=O)COc1ccc(F)cc1` (stereo unspecified) gave TRAIL sens C8 -15, NCOA2 inhibitor -16, LRH-1 inv ag -4, TLR9-MyD88 block 6, NOD2-RIPK2 inh 3, SRC1 inh 0, TROY NFkB inh -14, TWEAK Fn14 block -14, NCOA3 inh 5, NR2F2 inh -17 and LMP1 NFkB inh -30.
Screening CCCC/C=C1/CCC(CN(C)C)C1=O (stereo unspecified) returned TRAIL sens C8 19, LRH-1 inv ag 6, TLR9-MyD88 block -14, NOD2-RIPK2 inh 3, SRC1 inh 6, TROY NFkB inh -2, TWEAK Fn14 block 19, NCOA3 inh -16 and LMP1 NFkB inh -2.
